High-throughput results deposited in PubChem BioAssay by National Center for Advancing Translational Sciences (NCATS).
HCMV inh: human cytomegalovirus inhibition | activity change, negative = inhibition, % at 57.5 µM | AID 1259415 | 410,000 compounds, 4.5% hits | HFF cells, HCMV-luciferase reporter, 72 h; stronger effect = lower value; in the data active = activity change below about -60%; inconclusive = no clear call, values can overlap the other calls; inactive = above about -39%
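Cell-based, HFFs, 1000 cells/well, 16 h 37C; cpds in DMSO + HCMV-luc, MOI 1 PFU/cell; 72 h 37C; OneGlo luminescence after 5 min RT; norm. to buffer vs Salinomycin 10uM.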
AmpC detergent: inhibitors of E. coli AmpC beta-lactamase with detergent; AID 485294; 370,000 compounds, 0.041% hits; P00811; Potency, µM (titrated, usually from 114 µM), without a hit: at the top dose activity change, negative = inhibition, actives largely listed as inhibitors; AmpC hydrolysis of nitrocefin, absorbance 480 nm, 0.01% Triton;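 note: potency is the fitted concentration of half-maximal effect; 0% = no-compound wells and -100% = no-enzyme wells; nearly all actives have a fitted effect of over 25% in size; some results filed as inactive show a strong effect at the top dose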
Target sequence (P00811 whole entry, looked up): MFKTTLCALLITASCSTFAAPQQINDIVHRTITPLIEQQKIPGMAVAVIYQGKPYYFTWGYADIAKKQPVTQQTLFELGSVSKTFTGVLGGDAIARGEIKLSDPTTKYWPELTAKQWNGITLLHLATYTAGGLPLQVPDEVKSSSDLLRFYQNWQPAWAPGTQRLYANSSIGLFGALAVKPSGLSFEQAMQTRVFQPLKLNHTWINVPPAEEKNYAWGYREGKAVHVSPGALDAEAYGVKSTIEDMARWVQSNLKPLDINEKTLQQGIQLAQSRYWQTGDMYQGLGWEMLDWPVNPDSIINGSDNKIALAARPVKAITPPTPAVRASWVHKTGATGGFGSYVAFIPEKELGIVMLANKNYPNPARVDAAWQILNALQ
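AmpC (5.3 nM in the dispensed reagent) in 20 mM phosphate pH 7.0 with 0.01% (detergent screen) or 0.0001% Triton X-100 was preincubated with compounds for 15 min at room temperature. Nitrocefin was then added from an 800 uM solution, and hydrolysis was followed at 480 nm.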
AmpC no deterg: blocks E. coli AmpC beta-lactamase in detergent-free assay; AID 485341; Potency, µM (series often up to 57.1 µM), for inactives: at the top dose activity change, negative = inhibition, actives largely listed as inhibitors; 330,000 compounds, 0.52% hits; P00811; AmpC nitrocefin hydrolysis, absorbance 480 nm, 0.0001% Triton;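 note: potency is the fitted concentration of half-maximal effect; plate controls were no compound for no effect and no enzyme for full effect; nearly all actives have a fitted effect of over 20% in size; some results filed as inactive show a strong effect at the top dose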
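AmpC (5.3 nM in the dispensed reagent) in 20 mM phosphate pH 7.0 with 0.01% (detergent screen) or 0.0001% Triton X-100 was preincubated with compounds for 15 min at room temperature. Nitrocefin was then added from an 800 uM solution, and hydrolysis was followed at 480 nm.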
FBPA Giardia inh: Giardia lamblia aldolase inhibition; A8B2U2; purified Giardia FBPA; Potency, µM (series often up to 59.6 µM), for the others: at the top dose activity, negative = inhibition, usual class: inhibitors; 290,000 compounds, 0.71% hits; note: potency is the fitted concentration of half-maximal effect; nearly all actives have a fitted effect of over 55% in size
Target sequence (A8B2U2 whole entry, looked up): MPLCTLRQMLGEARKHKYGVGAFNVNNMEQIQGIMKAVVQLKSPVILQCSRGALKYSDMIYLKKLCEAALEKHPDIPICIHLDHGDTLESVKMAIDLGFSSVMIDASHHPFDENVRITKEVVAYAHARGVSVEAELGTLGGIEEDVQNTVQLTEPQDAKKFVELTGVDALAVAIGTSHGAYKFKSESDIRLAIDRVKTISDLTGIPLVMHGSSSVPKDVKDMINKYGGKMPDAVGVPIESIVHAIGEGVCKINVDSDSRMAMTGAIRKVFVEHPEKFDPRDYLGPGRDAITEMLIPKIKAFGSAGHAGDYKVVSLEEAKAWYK
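40 nM FBPA preincubated 10 min at RT with compound (up to 57.5 uM final), then substrate plus GAPDH/TPI/NAD/arsenate coupling and diaphorase/resazurin added. Fluorescence read after 20 min at RT, 525/598 nm.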
HCV inh: inhibitors of hepatitis C virus infection | Huh7.5.1 HCVcc-Cre infection, luciferase reporter, 44 h | Potency, µM (titrated, usually from 41.8 µM), for the others: top-dose activity change, negative = inhibition, most hits filed as inhibitors | 340,000 compounds, 3.4% hits | AID 651820; note: potency is the fitted concentration of half-maximal effect
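After 44 h co-culture of compound, cells and HCVcc-Cre (~0.5 moi), substrate is added for 15 min at room temperature and luciferase measured over 15 sec. Cells were seeded at 1,000/well and pre-cultured 4 h.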
Sm TGR inh: inhibitors of Schistosoma mansoni thioredoxin glutathione reductase; purified TGR, DTNB reduction, TNB absorbance 405 nm; Q962Y6; 360,000 compounds, 3% hits; Potency, µM (series often up to 114 µM), inactives show at the top dose activity change, negative = inhibition, most hits filed as inhibitors; note: potency is the fitted concentration of half-maximal effect; nearly all actives have a fitted effect of over 60% in size
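TGR 20 nM + NADPH 100 uM (dispensed conc.), cpd preinc 15 min RT; start with NADPH (500 uM addition) then DTNB (15 mM addition). Kinetic TNB absorbance, 405 nm filter. Four-parameter Hill fit across titration.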
* = called active by the depositor; ? = inconclusive; / = not tested or not shown; & = joins results of further samples; [ ] = remark or other dose. Unless noted, calls come from the whole dose curve; as a rule, active = well fitted curve in the direction sought with a large enough effect; inconclusive = small, poorly fitted or top-dose-only effect, or another doubt; inactive = no such curve, though single readings can be large; an effect the other way counts as inactive or inconclusive. Unless noted, % is set by controls: 0 for no effect and ±100 for the full control effect.

nr	mol	HCMV inh	AmpC detergent	AmpC no deterg	FBPA Giardia inh	HCV inh	Sm TGR inh
1	COc1ccccc1C(=O)NCC(=O)OCCCOC(=O)CNC(=O)c1ccccc1OC	-19	-1%	15%	/	22%	?
2	CCc1ccc(NS(=O)(=O)c2cc(-c3cnc(C4CC4)o3)ccc2C)cc1	-35	18%	/	/	/	10%
3	CN(C)C(=O)c1ccc(COc2ccccc2Br)o1	107	-8%	5%	1%	-14%	?
4	COc1ccc(NS(=O)(=O)c2cn(C)c(=O)n(C)c2=O)cc1	-1	-1%	-5%	0%	12%	7%
5	O=C(O)c1cc(NCc2ccc3c(c2)OCO3)ccc1N1CCOCC1	19	-15%	-23%	-2%	3%	7%
6	COc1cccc(C2=NOC(C(=O)NCc3ccccc3)C2)c1 (stereo not drawn)	-37	-4%	-2%	2%	26%	0%
7	CN(CC(=O)NCc1ccc(Cl)cc1)S(=O)(=O)c1ccc2c(c1)c(=O)n(C)c(=O)n2C	-9	-2%	/	/	/	5%
8	COc1ccc(CC(=O)NCc2ccc3c(c2)CCN3C(=O)c2ccccc2)cc1OC	18	9%	/	/	/	-3%
9	Oc1c(C=NCc2ccncc2)sc2ccccc12	52	-2%	-5%	-5%	-17%	-8%
10	CCc1ccc(C(=O)c2cn(CC(=O)Nc3ccc4c(c3)OCO4)c3ccc(OC)cc3c2=O)cc1	-8	-5%	/	/	/	-17%
11	COC(=O)c1ccccc1NC(=O)CSc1nc(Nc2ccccc2)nc(N2CCOCC2)n1	-25	8%	46%	/	?	-2%
12	CC(CCc1ccccc1)NC(=O)COC(=O)C(CCC(N)=O)NC(=O)c1ccc(F)cc1 (stereo not drawn)	4	6%	143%[activator]	/	19%	-4%
13	CCCCCn1c(Sc2nc3ccccc3s2)nc2c1c(=O)[nH]c(=O)n2C	17	-11%	64%[activator]	-14%	8.9µM*	-23%
14	CC1CN(CC(=O)N2CCc3[nH]c4ccccc4c3C2)CC(C)O1 (stereo not drawn)	-32	-5%	1%	-27%	3%	?
15	Nc1c(C(=O)Nc2ccc3c(c2)OCCO3)nnn1Cc1ccccc1	61	0%	-40%	/	?	-5%
16	CCOCCOC(=O)c1ccc(NC(=O)/C=C/c2ccc(OC)c(OC)c2)cc1	-2	-12%	/	/	/	-6%
17	CCC1(c2ccccc2)NC(=S)N(c2ccc(C)c(C)c2)N1 (stereo not drawn)	-9	?	-35%	6%	-7%	2%
18	Cc1ccc(NCc2nnc(SCC(=O)OC3CCCCC3)o2)c(C)c1	-6	-1%	12%	0%	-4%	-3%
19	COc1cc2sc(-c3ccccc3OC)c(-c3ccc(OCCN4CCCCC4)cc3)c2cc1OC	-18	/	195%[activator]	/	11µM*	/
20	O=C(NC1CC(=O)N(c2ccc(Cl)cc2)C1)c1cccs1 (stereo not drawn)	6	2%	/	/	/	10%
21	Cc1cccc(NC(=O)c2nnn(-c3cccc(C(F)(F)F)c3)c2N)c1	7	-5%	-30%	1%	-10%	2%
22	CCC(C)NC(=O)CSc1ccc(S(=O)(=O)N(C)C2CCCCC2)cn1 (stereo not drawn)	-5	/	21%	/	?	/
23	CC(=O)C1=C(C)NC(=O)NC1c1cc(Br)ccc1OCC#N (stereo not drawn)	44	?	-11%	2%	1%	-1%
24	CNC[C@H]1Oc2c(NC(=O)C3CC3)cccc2C(=O)N([C@H](C)CO)C[C@@H]1C	10	/	-1%	/	16%	/
25	Cc1sc2nc(CSc3ccc([N+](=O)[O-])c(C(F)(F)F)c3)[nH]c(=O)c2c1C	-1	-4%	-15%	0%	9%	2%
26	CC1CN(C(=O)CSc2nnc(-c3ccncc3)n2-c2ccccc2)CC(C)O1 (stereo not drawn)	/	-1%	19%	0%	18%	-2%
27	CN(C)c1ccc(C(CC(=O)c2ccccc2)C2CCCCC2=O)cc1 (stereo not drawn)	-27	-1%	-12%	9%	13%	-16%
28	Cc1ccc(NC(=O)c2nnn(CC(=O)Nc3ccc(C)c(Cl)c3)c2N)c(C)c1	-1	23%	/	/	/	5%
29	CC(=O)N1CCc2cc(S(=O)(=O)CCC(=O)N3CCc4ccccc4C3)ccc21	7	0%	-7%	-9%	8%	0%
30	N#Cc1ccc2ccn(CC(=O)NC3CCCCCC3)c2c1	-13	-2%	-18%	4%	-20%	1%
31	CC(C)CNC(=O)N1[C@H](c2cccs2)[C@@H](C)C(=O)[C@@H](C)[C@@H]1c1cccs1	-5	1%	/	/	/	8%
32	CCc1ccc(NC(=S)N(CCC(C)C)C2CCN(C(C)=O)CC2)cc1	-5	-1%	96%[activator]	-2%	8%	-1%
33	COc1ccc(S(=O)(=O)N2CCC3(CC2)CC(=O)c2ccccc2O3)cc1C	11	-10%	-9%	/	22%	-2%
34	CCOC(=O)[C@H]1[C@H]2COc3ccc(Br)cc3[C@@H]2N2C(=O)c3ccc(C)cc3NC(=O)[C@@]12C	-6	-5%	-10%	/	?	-5%
35	CSCCC(NC(=O)CCN1C(=O)c2ccccc2C1=O)C(=O)O (stereo not drawn)	-12	1%	3%	-3%	20%	-11%
36	CCn1cnc2cc(NCc3ccc(N(C)C)cc3)ccc21	?	-2%&27%	-11%	1%	?	8.9µM*
37	Nc1nc(Nc2ccccc2Br)nc(C(F)(F)F)n1	46	?	-9%	0%	?	-1%
38	Cc1cc(OCC(=O)Nc2c(C)n(C)n(-c3ccccc3)c2=O)ccc1[N+](=O)[O-]	14	-2%	-11%	8%	12%	10%
39	Cc1cc2oc(=O)cc(CN3CCC(C)CC3)c2cc1Cl	-22	-14%	-22%	5%	-11%	-25%[11.4 µM]
40	O=S(=O)(Cc1ccccc1)N1CCCc2ccccc21	-40	-7%	-28%	-18%	11%	-10%
41	O=C(NCC(=O)N1CCCC(C(F)(F)F)C1)c1ccco1 (stereo not drawn)	4	-1%	-15%	/	-5%	-14%
42	COc1ccccc1CCNC(=O)c1ccc(C)o1	0	?	-19%	3%	11%	0%
43	COc1ccc(NC(=O)CSc2nc3c([nH]c4ccccc43)c(=O)n2C)c(OC)c1	62	-7%	-11%	/	/	-1%
44	c1ccc(Sc2cnc3ccccc3n2)cc1	-5	2%	/	-5%	-5%	-2%
45	CCCCNC(=S)NC1CCCC1	-8	-12%	-7%	-2%	5%	-4%
46	Brc1ccc(C2=Nn3c(nnc3-c3n[nH]c4c3CCC4)SC2)cc1	/	?	-34%	17%	?	4%
47	CC(NC(=O)c1cccnc1)C(c1ccccc1)N1CCN(C)CC1 (stereo not drawn)	58	2%	-26%	-2%	-15%	3%
48	O=C(Nc1nccs1)c1cccnc1Cl	26	-9%	-10%	-6%	19%	-16%
49	COC(=O)CCN1CCC(C(N)=O)CC1	49	1%	-25%	8%	15%	3%
50	C=C(C)CSc1[nH]c(=O)cc(C)c1C#N	3	-4%	2%	6%	20%	-4%
51	CN(C(=O)Nc1ccc(C(C)(C)C)cc1)C1CCCCC1	31	3%	-8%	0%	0%	0%
52	O=C(NC1CC1)C1=C[C@H](c2ccc(Br)cc2)C[C@H](OCc2ccc(CO)cc2)O1	-11	0%	186%[activator]	4%	?	0%
53	O=C(c1cccc(S(=O)(=O)N2CCCC2)c1)N1CCCc2ccccc21	-13	1%	1%	2%	-5%	-14%
54	N#Cc1cccc(NC(=O)CN2NS(=O)(=O)c3ccccc3C2=O)c1	20	?	-10%	-3%	10%	4%
55	C#CCOCCOCCOCCNc1nc(N2CCOCC2)nc(N2CCN(C(=O)[C@H](CCC(=O)O)n3cc(C(N)Cc4ccc(O)cc4)nn3)CC2)n1 (stereo partly drawn)	/	9%	45%	-6%	7%	?
56	Cc1ccc(-n2c(C)cc(/C=C3/C(=N)N4C(c5ccccc5)=CSC4=NC3=O)c2C)cc1	-13	-11%	-35%	1%	6%	-8%
57	CCOC(=O)c1[nH]c(C)c(C(=O)c2cc(F)ccc2F)c1C	-86*	2%	-9%	-1%	?	-23%
58	O=C(Nc1sccc1C(=O)NCc1ccco1)c1cccnc1	-35	0%	?	-2%	?	?
59	COC(=O)C1=CNC=C(C(=O)OC)C1c1ccc(Cl)cc1	81	4%	-3%	-8%	?	-3%
60	CCOc1ccc(C(=O)c2cn(CC(=O)Nc3ccc4c(c3)OCO4)c3ccc(OCC)cc3c2=O)cc1	-2	2%	/	/	/	1%

New compounds follow:
nr	mol	HCMV inh	AmpC detergent	AmpC no deterg	FBPA Giardia inh	HCV inh	Sm TGR inh
61	CC1=C(C(=O)Nc2ccc(Cl)cc2)C(c2cccs2)n2nc(SCc3cccc(Cl)c3)nc2N1 (stereo not drawn)	1	0%	/	/	/	0%
62	CC(=O)c1cccc(NC(=O)Cn2c(=O)oc3cc(S(=O)(=O)NCc4ccccc4)ccc32)c1	0	7%	/	/	/	-1%
63	CCN1CCN(CC(=O)Nc2c(OC)cccc2OC)CC1	-31	-17%	-13%	13µM*	10%	4%
64	O=C(Nc1ccc(Br)cc1F)N1CCC2(CC1)Oc1ccccc1C(=O)N2Cc1ccccc1F	?	23%	/	/	/	6%
65	COc1ccc(CN2CCCC(C(=O)N3CCCC3)C2)cc1 (stereo not drawn)	21	-7%	-3%	-25%	11%	-25%
66	C#CCn1cc(/C=C2\NC(=O)NC2=O)c2ccccc21	-4	4%	-11%	-9%	-10%	-5%
67	Cc1c(C(=O)N2CCOCC2)sc(NC(=O)C(C)C)c1C#N	24	3%	-13%	11%	18%	25%
68	Cc1csc(NC(=O)C(C)Oc2ccc(Cl)cc2C)n1 (stereo not drawn)	0	3%	-14%	/	?	-2%
69	O=C(c1ccc(Cl)c(S(=O)(=O)N2CCOCC2)c1)N1CCOCC1	3	-11%	0%	3%	31%[activator]	0%
70	O=C(NNC(=O)C1CC1c1ccccc1)Nc1cccc(Cl)c1 (stereo not drawn)	-38	-12%	-20%	3%	-6%	3%
71	Cc1c2c(n3c(nc4ccccc43)c1C#N)N(CCN1CCOCC1)CC2	-31	1%	-7%	-20%	21%	-9%[57.1 µM]
72	NC(=O)Cc1nc(-c2ccc([N+](=O)[O-])cc2)cs1	-93*	-11%	-37%	19%	-3%	0%
73	COc1ccc(-c2[nH]nc3nc(-c4cc(OC)c(OC)c(OC)c4)cc(C(=O)O)c23)cc1	14	19%	/	/	/	6%
74	Cc1ccc(/C=N/NC(=O)Cn2ccc(C(F)(F)F)n2)o1	-16	-5%	-17%	1%	5%	-2%

Random excerpt: three compounds from above
nr	mol	HCMV inh	AmpC detergent	AmpC no deterg	FBPA Giardia inh	HCV inh	Sm TGR inh
60	CCOc1ccc(C(=O)c2cn(CC(=O)Nc3ccc4c(c3)OCO4)c3ccc(OCC)cc3c2=O)cc1	-2	2%	/	/	/	1%
71	Cc1c2c(n3c(nc4ccccc43)c1C#N)N(CCN1CCOCC1)CC2	-31	1%	-7%	-20%	21%	-9%[57.1 µM]
67	Cc1c(C(=O)N2CCOCC2)sc(NC(=O)C(C)C)c1C#N	24	3%	-13%	11%	18%	25%

An unsorted share of the library (roughly 9.9% active in at least one column).
